From PubChem BioAssay
SRC3 TRFRET art = TR-FRET detection interference compounds, artefact control for PPARgamma SRC-3 recruitment agonists, biochemical, TR-FRET ratio; TR-FRET artefact counter-screen, PPARgamma/SRC-3 format; stronger effect = higher value; actives 0.39% (n = 99,000); TR-FRET ratio at 8 µM; AID 1048, 2008; in the data active means TR-FRET ratio above about 2000; further: inactives centre near 1600
SRC1 TRFRET art = TR-FRET detection interference compounds, primary screen, artefact control for PPARgamma SRC-1 recruitment agonists, biochemical, TR-FRET emission ratio | actives 0.34% (n = 99,000) | TR-FRET detection artefact counter-screen; stronger effect = higher value | TR-FRET ratio at 8 µM | AID 1051, 2008; in the data active means TR-FRET ratio above about 2300; further: inactives centre near 1800
Numbers without * were called inactive.

SMILES | SRC3 TRFRET art | SRC1 TRFRET art
O=C(COC(=O)c1cc(S(=O)(=O)Nc2ccccc2Cl)ccc1O)Nc1nc2ccccc2s1 | 1663 | 1981
O=C(N/N=C/c1cccs1)c1n[nH]c2c1CCC2 | 1482 | 1874
CCOc1ccc(CC(=O)Nc2nccs2)cc1 | 1552 | 1752
CCOC(=O)c1sc(NC(=O)OC)c(C(=O)OC)c1C | 1602 | 1732
N#Cc1c(NC(=O)CSc2ncn[nH]2)sc2c1CCCCC2 | 1507 | 1634
O=C(NCCc1ccccc1)c1ccc(NCC2CCCO2)c([N+](=O)[O-])c1 (stereo unspecified) | 1440 | 1497
N#CCCn1cc(/C=C2\NC(=S)N(c3ccccc3)C2=O)c(-c2ccc(-c3ccccc3)cc2)n1 | 1614 | 1981
O=C(/C=C/c1c(Cl)cccc1Cl)NCc1ccccc1 | 1554 | 1733
COc1cc(C)ccc1OCCON1C(=O)CCC1=O | 1514 | 1964
CN1CCN(c2ccc(NC(=O)c3ccc(Cl)cc3)cn2)CC1 | 1466 | 1902
COC(=O)c1ccc(NC(=O)C(=O)N2CCN(C(=S)Nc3ccc(OC)cc3)CC2)cc1 | 1599 | 1939
CCOC(=O)COc1c(Cl)cc(C2NC(=S)NC(c3ccccc3)=C2C(C)=O)cc1OCC (stereo unspecified) | 1671 | 1926
COc1cc(OC)cc(C(=O)N[C@H](C(=O)OCC(=O)NC(C)c2ccccc2)C(C)C)c1 (stereo partly specified) | 1463 | 1746
COC(=O)c1ccc(COn2nnc3ccccc32)cc1 | 1786 | 1504
CC(C)NC(=O)C(=O)NCCN1CCN(C(=O)c2ccc(C(C)(C)C)cc2)CC1 | 1282 | 1711
O=C(Cc1ccccc1)NCCn1ccc2ccccc21 | 1402 | 1784
CC(C)C1=NOC(C(=O)N2CCC(N3CCC(C(=O)N4CCOCC4)CC3)CC2)C1 (stereo unspecified) | 1598 | 1570
Cc1cccc(OCc2n[nH]c(=S)n2-c2ccccc2)c1 | 1543 | 1746
COc1ccccc1Nc1ccc(Nc2ccccc2OC)nn1 | 1413 | 1929
COc1ccc(-c2[nH]ncc2CN(C)C(C)c2ccncn2)c(F)c1 (stereo unspecified) | 1567 | 2006
COc1ccc(CC2(CO)CCN(C/C=C/c3ccccc3OC)CC2)cc1 | 1433 | 1414
O=C(N/N=C/c1ccccc1OCC(=O)N1CCCC1)C(=O)Nc1ccccc1F | 1637 | 1831
Fc1ccc(NC(=S)NCCN2CCOCC2)cc1 | 1555 | 1793
Cc1cccc(-n2ncc3c(NCc4ccco4)ncnc32)c1 | 1645 | 1760
NC(=O)c1cc2ccccc2o/c1=N/NC(=O)c1cccs1 | 1439 | 1738
O=C(COc1ccc(F)cc1Br)N1CCN(S(=O)(=O)/C=C/c2ccccc2)CC1 | 1463 | 1901
COc1ccc(OC)c(/C=N/N=C2\SCC(=O)N2Cc2ccco2)c1 | 1757 | 1711
O=[N+]([O-])c1c(Nc2ccccc2O)ccc2nonc12 | 1742 | 1715
O=C(C1CCCC1)N(c1ccccc1)C1C=CS(=O)(=O)C1 (stereo unspecified) | 1505 | 1769
Cc1ccc(S(=O)(=O)/N=C2/C=C(Sc3ncn[nH]3)C(=O)c3ccccc32)cc1 | 1603 | 1656
COC(=O)c1ccccc1Oc1ccc(NC(=O)CCCl)cc1 | 1422 | 1747
Cc1sc2ncnc(Sc3ccccc3C(=O)Nc3ccc(C#N)cc3)c2c1C | 1631 | 1677
O=C(O)c1ccc(C(=O)c2ccc3c(c2)C(=O)N(CC2CCCO2)C3=O)cc1 (stereo unspecified) | 1739 | 1835
COc1ccccc1NS(=O)(=O)c1cc(NC(=O)Nc2ccccc2)ccc1N1CCCCC1 | 1518 | 1771
CC1CC2(CCCC2)N(C(=O)c2ccccc2)Cc2ccccc21 (stereo unspecified) | 1513 | 1832
Cc1nnc(SCC(=O)NNC(=O)C(C)C)[nH]c1=O | 1721 | 1781
COCCn1c(SCC(=O)NNC(=O)Cc2ccccc2)nc2ccccc2c1=O | 1524 | 1709
CCOC(=O)COc1c(/C=N\O)cc(Cl)cc1OC | 1706 | 1967
O=C(c1ccc2c(c1)OCO2)N1CCN(c2ccc(C(F)(F)F)cn2)CC1 | 1734 | 1612
COC(=O)c1c(N2C(=O)CC(Sc3ccccc3C(=O)O)C2=O)sc2c1CCCC2 (stereo unspecified) | 1700 | 2070

Entries listed so far that have a nitro group on carbon:
SMILES | SRC3 TRFRET art | SRC1 TRFRET art
O=C(NCCc1ccccc1)c1ccc(NCC2CCCO2)c([N+](=O)[O-])c1 (stereo unspecified) | 1440 | 1497
O=[N+]([O-])c1c(Nc2ccccc2O)ccc2nonc12 | 1742 | 1715

The results go on:
SMILES | SRC3 TRFRET art | SRC1 TRFRET art
Cc1ccccc1N1CCN(Cc2nc(Cc3ccccc3)no2)CC1 | 1368 | 1695
Cc1cc(F)ccc1NCc1ccc([N+](=O)[O-])cc1 | 1575 | 1914
CCOC(=O)c1sc(NC(=O)CSc2nncn2C)nc1C | 1718 | 2080
Cc1ccc(S(=O)(=O)NCc2ccc(C(=O)NCCCN3CCC(Cc4ccccc4)CC3)cc2)cc1 | 1532 | 1632
Cn1nc(CSc2ccccc2)c(C=O)c1Cl | 1706 | 1884
CCN(CC)S(=O)(=O)c1ccc(N=Cc2c(C)c(C#N)c(=O)n(C)c2O)cc1 | 1340 | 1561
CCCCCCCCC(=O)N/N=C(\C)c1ccc(O)cc1O | 1722 | 1920
COc1ccc(C2CC(C(F)(F)F)n3nc(C(=O)Nc4c(C)n(C)n(-c5ccccc5)c4=O)c(Cl)c3N2)cc1 (stereo unspecified) | 1636 | 1829
Cc1cc2c(C)nc(N/N=C/c3ccc([N+](=O)[O-])cc3)nc2o1 | 1793 | 1973
O=C(CN1CCCCC1)Nc1ccc(N2CCCCCC2)cc1 | 1599 | 1901
O=C(CCCN1C(=O)/C(=C\c2cccs2)SC1=S)NNC(=O)c1ccncc1 | 1765 | 1980
Cn1c(=O)c2c(nc(Cl)n2CC(=O)N2CCCCC2)n(C)c1=O | 1538 | 1744
COc1ccc(CC(=O)NNc2ncnc3c2cnn3C)cc1 | 1514 | 1849
COc1cccc(CN2CCN(C3CCN(c4cccc(C)c4C)CC3)CC2CCO)c1 (stereo unspecified) | 1553 | 1939
CC1(C)Cc2c(c(-c3ccccc3)nc3[nH][nH]c(=O)c23)CO1 | 1434 | 1974
CCCCOc1ccc([N+](=O)[O-])cc1C(=O)O | 1648 | 1912
Cc1ccc(Nc2c(-c3ccc(N4CCOCC4)cc3)nc3ncccn23)cc1C | 1569 | 1712
CC(=O)N/C(=N\OCc1ccccc1Cl)c1nonc1NC(C)=O | 1504 | 1687
CCN(Cc1ccccc1)C(=O)c1c[nH]c2ccc(S(=O)(=O)N(C)CCC#N)cc2c1=O | 1616 | 1782
CCC1CSC(Nc2ccc(C(=O)/C=C/c3ccc(OC)c(OC)c3)cc2)=N1 (stereo unspecified) | 1464 | 1796

4 of the compounds above, with tabs:
Molecule	SRC3 TRFRET art	SRC1 TRFRET art
CCN(CC)S(=O)(=O)c1ccc(N=Cc2c(C)c(C#N)c(=O)n(C)c2O)cc1	1340	1561
Cc1ccc(S(=O)(=O)NCc2ccc(C(=O)NCCCN3CCC(Cc4ccccc4)CC3)cc2)cc1	1532	1632
Cc1ccccc1N1CCN(Cc2nc(Cc3ccccc3)no2)CC1	1368	1695
COc1cccc(CN2CCN(C3CCN(c4cccc(C)c4C)CC3)CC2CCO)c1 (stereo unspecified)	1553	1939

Remaining list, next part
SMILES | SRC3 TRFRET art | SRC1 TRFRET art
Brc1cccc(CSc2nnc(-c3ccncc3)o2)c1 | 1538 | 1901
O=C1C2C3C=CC(C4CC34)C2C(=O)N1CCc1ccccc1 (stereo unspecified) | 1445 | 2174
S=c1[nH]nc(CCc2ccccc2)n1-c1ccccc1 | 1554 | 1714
Cc1cccc(NC(=O)CSc2nc3[nH]ncc3c(=O)n2-c2ccccc2)c1 | 1648 | 1975
O=C(O)c1cc(-c2c[nH]c3ccccc23)nc2ccc3ccccc3c12 | 1632 | 1837
O=C(CSc1nnc(NC(=O)c2ccco2)s1)Nc1ccccc1 | 1610 | 1936
COCCSc1nnc(NC(=O)Cc2ccc(OC)cc2)s1 | 1615 | 1989
CCOC(=O)c1[nH]c2ccc(OC)cc2c1NC(=O)c1ccc(OC)c(OC)c1 | 1610 | 1703
O=C1/C(=C/c2ccncc2)SC(=S)N1C1CCCCC1 | 1513 | 1780
CCCN(CC(=O)Nc1ccccc1Br)CC(=O)Nc1ccc(F)c(F)c1F | 1583 | 1949
COc1ccc(-c2nc3cccc(C)n3c2NCC2CCCO2)cc1O (stereo unspecified) | 1786 | 1806
COc1ccc(/C=C(\CC(=O)O)c2nc3ccccc3s2)cc1O | 1409 | 1494
COCCOC(=O)c1c(NC(=O)CNCc2ccco2)sc(C(N)=O)c1C | 1503 | 1675
CC(=O)NC1=NN(C(C)=O)C(C)(CC(=O)OC(C)(C)C)S1 (stereo unspecified) | 1382 | 1988
CC(=O)N/C(=C\c1ccc(C)cc1)C(=O)O | 1852 | 1822
CCc1nc2sc3c(O)cc(=O)[nH]c3c2cc1C | 1570 | 1684
CCOc1ccc(C(=O)Nc2cc(NC(=O)c3ccc(OCC)c(Cl)c3)cc(C(=O)O)c2)cc1Cl | 1620 | 1670
CCN1C(=O)/C(=C\N(C)C)S/C1=N\S(=O)(=O)c1ccccc1 | 1843 | 1836
CCc1cc(=S)n2c([nH]c3ccccc32)c1C#N | 1423 | 1876
CCN1/C(=C\C=C2\C(=O)N(C)C(=S)N2C)Sc2ccccc21 | 1603 | 1930
COc1cc(C2CC(=O)c3c(O)cc(O)cc3O2)ccc1O (stereo unspecified) | 1606 | 1952
CCOc1ccc(S(=O)(=O)NC2CC2)cc1C(N)=O | 1300 | 1629
Cc1cccc(CCNC(=O)c2cc(=O)[nH]c3ccc(Br)cc23)c1 | 1500 | 1539
CCn1c(SCC(=O)N=Nc2c(O)[nH]c3ccccc23)nnc1-c1ccc(C(C)(C)C)cc1 | 1584 | 1757
O=C(CCCOc1ccc(Cl)cc1Cl)NCc1ccccn1 | 1447 | 1739
CCN(CC)C(=O)CSc1nc(OC)cc(=O)[nH]1 | 1632 | 1590
COc1ccc(S(=O)(=O)Oc2ccc3ccccc3c2)cc1 | 1446 | 1724
COC(=O)COc1nc(C)c2c(c1C#N)CC(C)(C)OC2 | 1496 | 1915
CC(C)NC(=O)CCCn1cc([N+](=O)[O-])cn1 | 1579 | 1860
S=C(NCC1CCCO1)Nc1cccc2ccccc12 (stereo unspecified) | 1506 | 1678
CCn1ncc(C2=NOC(C(=O)Nc3cc(OC)c(Cl)cc3OC)C2)c1C (stereo unspecified) | 1518 | 1973
O=C(Nc1ncccn1)c1ccc([N+](=O)[O-])o1 | 1706 | 1877
COc1cc(-c2nc(-c3ccccn3)no2)cc(OC)c1OC | 1500 | 1695
Cc1ccc(-n2nc3c(c2NC(=O)/C=C\c2ccc4c(c2)OCO4)CSC3)cc1 | 1748 | 1671
COc1ccc(NC(=O)C2=C(C)Nc3nc(CCCO)nn3C2c2ccc(OC)c(OC)c2)cc1 (stereo unspecified) | 1625 | 1681
Cc1cccc(NC(=S)NNC(=O)COc2ccc(Cl)cc2Cl)c1 | 1729 | 1656
CCCCC(=NCCc1c(C)[nH]c2ccccc12)C1=C(O)CC(c2ccccc2)CC1=O (stereo unspecified) | 1637 | 1791
COC(=O)[C@H]1C[C@@H]1[C@H](NC(=O)[C@H]1C[C@@H]1[C@H](NC(=O)OCc1ccccc1)c1ccccc1)c1ccccc1 | 1603 | 1870
COc1ccc(CC2(CO)CCN(Cc3cnn(C)c3C)CC2)cc1 | 1399 | 1281
Cc1ccc(CC2CC(=O)N(c3nc(C)cc(C)n3)C2=O)cc1 (stereo unspecified) | 1490 | 1746

Shown with each value named: part of the list above.
> CCn1ncc(C2=NOC(C(=O)Nc3cc(OC)c(Cl)cc3OC)C2)c1C (stereo unspecified)
  SRC3 TRFRET art: 1518 | SRC1 TRFRET art: 1973
> O=C(Nc1ncccn1)c1ccc([N+](=O)[O-])o1
  SRC3 TRFRET art: 1706 | SRC1 TRFRET art: 1877
> COc1cc(-c2nc(-c3ccccn3)no2)cc(OC)c1OC
  SRC3 TRFRET art: 1500 | SRC1 TRFRET art: 1695
> Cc1ccc(-n2nc3c(c2NC(=O)/C=C\c2ccc4c(c2)OCO4)CSC3)cc1
  SRC3 TRFRET art: 1748 | SRC1 TRFRET art: 1671

(listing goes on)
SMILES | SRC3 TRFRET art | SRC1 TRFRET art
CCOC(=O)C(=O)Nc1cc(C)on1 | 1453 | 1730
O=C(Nn1c(-c2ccc(F)cc2)nc2ccccc2c1=O)c1cccnc1 | 1502 | 1670
CC(C)c1ccc(CN(C)CC(O)c2ccccc2)cc1 (stereo unspecified) | 1242 | 1733
O=C(Cc1ccc(Cl)cc1)c1c[nH]c(C(=O)NCCCN2CCOCC2)c1 | 1597 | 2076
COc1cc(C(=O)NCc2ccncc2)cc(OC)c1OC | 1540 | 1646
CCn1cc(/C=C(\NC(=O)c2ccc(OC)c(OC)c2)C(=O)NCCCO)c2ccccc21 | 1610 | 1705
CC(C)Sc1nc2c([nH]c3ccccc32)c(=O)n1C | 1565 | 1743
COc1cccc(C2CC(c3cccs3)=NN2S(C)(=O)=O)c1OC (stereo unspecified) | 1764 | 1647
COc1ccc(OC)c(CN2CCC(C(=O)N(C)CCc3ccc(OC)c(OC)c3)CC2)c1 | 1450 | 1657
O=C(CN(c1ccccc1F)S(=O)(=O)c1ccccc1)Nc1ccccc1C(=O)N1CCOCC1 | 1539 | 1724
CN(C)c1ccc(C(=O)/C=C/c2ccccc2)cc1 | 1643 | 1799
COc1cccc(C(=O)/C=C/Nc2ccc(S(=O)(=O)Nc3onc(C)c3C)cc2)c1 | 1536 | 1738
N/C(=N\OC(=O)COc1ccc2ccccc2c1)c1cccnc1 | 1744 | 1725
O=c1c2oc3ccccc3c2ncn1Cc1cccc(Cl)c1 | 1540 | 1630

This is a subset (hit frequency here may not be typical).
